MOR-DOR ag: OPRM1-OPRD1 heterodimerization agonism | cells, luminescence | activation, % at 9.3 µM | 340,000 tested, 0.3% active; in the data active = activation above about 18%;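 note: 0% = vehicle-treated cells and 100% = reference agonist; values of inactives mirror those of a sister screen read the other way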
Ecoli viability: counter-screen for AddAB inhibitors: E. coli growth inhibition | inhibition, % at 11.9 µM | E. coli V3065 growth, OD600 absorbance, 18 h | AID 449728 | 330,000 tested, 0.27% active;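 active = inhibition above the campaign's mean inhibition across all tested compounds plus 3 SD, cut at about 9.9% in these data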;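 note: uninfected addAB+ strain grown without phage in ampicillin broth; 0% = DMSO wells and 100% = ciprofloxacin 0.95 µg/ml wells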
MOR-DOR inv ag: inverse agonist of human OPRM1-OPRD1 heterodimerization. P35372+P41143. cell-based MOR-DOR heterodimer luminescence, inverse agonism. inhibition, % at 9.3 µM. 340,000 tested, 0.21% active; in the data active = inhibition above about 22%, passing the limit was not always enough;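 note: 0% = cells with DMSO and 100% = wells without cells with DMSO; values of inactives mirror those of a sister screen read the other way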
Tat transport: inhibitors of E. coli Tat protein transport. E. coli MC4100 TorA-mCherry Tat export, fluorescence. inhibition, % at 10 µM. 340,000 tested, 0.036% active. AID 488895;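 active = mean replicate inhibition at least 50% and at least half of replicates individually reaching 50%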;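 note: exported cargo escapes ClpAP degradation while cytoplasmic cargo is degraded and loses fluorescence; 0% = median of neutral control wells and 100% = median of NaSCN control wells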
PKA-R2B act: PKA-R2B complex activation; P22694+P31323; PKA-R2B holoenzyme dissociation, Cy5-IP20 fluorescence polarization; R2B truncated from residue 108, S112A mutant; 0% DMSO only, 100% 113 µM cGMP; activation, % at 11.4 µM; 340,000 tested, 0.079% active;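 active = activation above a cutoff set at the mean over all compounds plus 3 SD, cut at about 18% in these data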;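 note: higher means more holoenzyme dissociation and a rise in polarization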
Target sequence (P31323 whole entry, looked up, other chains not shown, the tested form may be a part): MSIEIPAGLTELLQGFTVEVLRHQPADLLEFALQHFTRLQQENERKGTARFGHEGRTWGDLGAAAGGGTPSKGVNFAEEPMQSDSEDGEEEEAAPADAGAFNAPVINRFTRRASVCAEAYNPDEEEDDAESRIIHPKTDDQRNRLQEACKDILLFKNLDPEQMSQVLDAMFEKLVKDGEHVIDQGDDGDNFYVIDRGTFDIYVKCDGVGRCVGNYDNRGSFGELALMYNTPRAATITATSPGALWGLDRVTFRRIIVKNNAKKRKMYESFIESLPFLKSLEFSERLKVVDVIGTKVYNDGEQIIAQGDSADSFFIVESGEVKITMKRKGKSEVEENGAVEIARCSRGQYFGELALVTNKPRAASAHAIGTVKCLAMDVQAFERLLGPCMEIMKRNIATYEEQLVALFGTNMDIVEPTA
AddAB inh: less growth of phage-infected E. coli with AddAB; E. coli expressing H. pylori AddAB, absorbance growth; inhibition, % at 11.9 µM; 330,000 tested, 0.29% active; in the data active = inhibition above about 12%;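 note: 0% = vehicle wells of infected cells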
PfHsp90 set2: growth inhibition of yeast expressing Plasmodium Hsp90; S. cerevisiae expressing PfHsp90, BacTiter-Glo ATP, 48 h; yeast lacking PDR1 and PDR3 efflux regulators; 310,000 tested, 0.32% active; inhibition, % at 9.4 µM;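 active = every replicate shows inhibition above about 80%, whatever the replicate mean, limit read from the data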;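 note: 0% = DMSO neutral controls and 100% = 20 µM radicicol positive controls; yeast relying on Plasmodium falciparum Hsp90 in place of its own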
SUMO Mot1 rescue: inhibitors of SUMOylation pathway: yeast Mot1-301 growth rescue; S. cerevisiae Mot1-301 growth rescue, ATP luminescence, 38.5C; percent above DMSO median, 100 means doubled; growth rescue, % at 18.8 µM; 320,000 tested, 1% active; AID 2716;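 active = every valid replicate shows activation above 250% relative to neutral control wells; inactive = the rest, any valid replicate at or below 250%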;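 note: OY570 slx delta 5 strain wells were the positive control but not used for scaling; some compounds called inactive have numbers as strong as hits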
PKA-R1A act: PKA-R1A complex activation; P00514+P68181; PKA-R1A dissociation, Cy5-IP20 fluorescence polarization; scaled: DMSO 0%, 113 µM cGMP 100%; activation, % at 11.4 µM; 340,000 tested, 0.083% active;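 active = percent activation above the mean of all tested compounds plus 3 SD, cut at about 19% in these data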;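 note: higher means more PKAc released from R1A so a rise in polarization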
HTR5A inv ag: HTR5A inverse agonism, opioid heterodimer counter-screen; inhibition, % at 9.3 µM; HTR5A cell line, luminescence; 340,000 tested, 0.083% active; in the data active = inhibition mostly above about 23%, no sharp cut-off; inactive = mostly below about 18%;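 note: 0% = cells with DMSO and 100% = no-cell wells with DMSO; some compounds called inactive have numbers as strong as hits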
Target sequence (P47898 whole entry, looked up): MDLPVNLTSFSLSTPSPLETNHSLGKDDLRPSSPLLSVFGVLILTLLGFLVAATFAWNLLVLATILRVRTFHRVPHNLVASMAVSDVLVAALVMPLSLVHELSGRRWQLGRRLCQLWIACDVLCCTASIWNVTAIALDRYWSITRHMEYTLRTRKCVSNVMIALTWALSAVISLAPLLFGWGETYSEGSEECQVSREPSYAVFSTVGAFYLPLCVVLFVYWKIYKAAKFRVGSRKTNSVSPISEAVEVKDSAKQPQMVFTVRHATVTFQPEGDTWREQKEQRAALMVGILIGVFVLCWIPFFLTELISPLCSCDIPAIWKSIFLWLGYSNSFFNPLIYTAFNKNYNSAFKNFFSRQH
phage Ecoli inh: E. coli growth loss with phage present | 360,000 tested, 0.26% active | AID 651602 | growth absorbance | inhibition, % at 11.9 µM; in the data active = inhibition above about 11%
* hit, by the source's call; i = inactive; / = not tested or not shown.

SMILES	MOR-DOR ag	Ecoli viability	MOR-DOR inv ag	Tat transport	PKA-R2B act	AddAB inh	PfHsp90 set2	SUMO Mot1 rescue	PKA-R1A act	HTR5A inv ag	phage Ecoli inh
O=C(O)c1ccc(CSc2nnc(-c3ccncc3)n2-c2ccc(Br)cc2)cc1	-1.5	0.1	7	-5	-3	3.5	-3	-1	0	-4	3.0
Nc1c(C(=O)Nc2ccc(Cl)c(C(=O)O)c2)sc2nc3c(cc12)CCCC3	-1.2	-2.3	6	0	-1	-0.7	5	82	11	6	1.1
C/C(Cc1ccccc1)=N/NC(=O)CCCC(=O)N/N=C(/C)Cc1ccccc1	-0.4	-1.1	3	2	2	-0.6	-6	-6	-2	-3	2.1
O=C(CSc1nc2cc(Cl)ccc2o1)Nc1ccc(N2CCOCC2)cc1	-0.2	-1.1	1	-10	-7	-1.9	-45	/	-6	2	/
CC(NC(=O)c1ccco1)C(=O)N1CCN(S(=O)(=O)c2ccccc2C#N)CC1 (centres undefined)	-2.4	0.2	13	5	9	2.1	-13	-4	2	14	2.5
Cn1nc(C(=O)NNC(=O)C(CCC(N)=O)NS(=O)(=O)c2ccc(Cl)cc2)c2ccccc2c1=O (centres undefined)	-0.2	0.3	1	-4	-3	1.0	2	-7	2	-11	-0.1
Cc1noc(C(=O)N2CC3(C)CC2CC(C)(C)C3)c1Cl (centres undefined)	0.6	1.5	-3	0	2	1.0	6	-6	3	1	1.4
Cc1ccc(C(C)C)c(OCC#CCN2CCOCC2)c1	-2.3	-1.5	11	-3	-3	-2.6	-10	0	-12	-7	0.8
O=S(=O)(c1cccs1)N1CCN(CC(O)COC2CCCc3ccccc32)CC1 (centres undefined)	2.8	-1.3	-16	-6	-9	-0.4	24	260	0	14	2.0
NC(=O)c1cc(S(=O)(=O)N2CCc3ccccc3C2)cs1	-1.1	0.3	5	-9	7	0.8	0	-3	-1	-3	2.0
O=C(CN(C(=O)c1csnn1)c1ccc(F)cc1)NCc1ccc2c(c1)OCO2	-0.8	-0.1	4	-2	5	2.7	20	-8	-4	3	4.4
COc1ccc(NC(=O)Nc2ccc(C(=O)N3CCOCC3)cc2)c(OC)c1	0.3	-1.3	-2	0	-19	-1.9	4	-6	-9	12	5.1
Cc1cccc(Oc2coc3cc(OC(=O)c4cccs4)ccc3c2=O)c1	-2.1	-0.6	13	7	-7	0.2	-26	18	4	-8	2.8
COC(=O)C1=C(C)N(Cc2ccc(OC)cc2)C(=O)C1	-0.8	-0.7	4	4	1	0.9	-42	49	-9	-15	2.7
COC(=O)c1c(NC(=O)c2cccs2)sc2c1CCC(C)C2 (centres undefined)	-1.7	-1.6	9	-10	-8	3.7	-18	38	-6	4	-1.6
CCn1c(=O)c(C(=O)Nc2ncccc2O)c(O)c2ccccc21	-3.1	-0.7	16	0	2	2.6	1	4	-3	-9	-1.3
Cc1ccc(NC(=O)CCOc2ccccc2C)cc1F	8.7	2.2	-40	5	1	1.5	-16	-9	-11	-3	3.7
CCOc1ccccc1OCCCCCc1c(C)n[nH]c1C	2.0	-0.9	-10	-4	-6	-0.5	11	7	-2	9	-1.1
O=C(CS(=O)(=O)c1ccccc1)Nc1nc(-c2ccccc2)cs1	-0.2	0.7	1	3	-4	3.9	-19	i	-8	3	3.6
COc1ccc(Cl)cc1NC(=O)C(C)Sc1n[nH]c(N)n1 (centres undefined)	-0.5	2.3	2	-1	8	4.4	-3	58	3	5	2.4

In the list so far, 2 contain fluorine:
SMILES	MOR-DOR ag	Ecoli viability	MOR-DOR inv ag	Tat transport	PKA-R2B act	AddAB inh	PfHsp90 set2	SUMO Mot1 rescue	PKA-R1A act	HTR5A inv ag	phage Ecoli inh
O=C(CN(C(=O)c1csnn1)c1ccc(F)cc1)NCc1ccc2c(c1)OCO2	-0.8	-0.1	4	-2	5	2.7	20	-8	-4	3	4.4
Cc1ccc(NC(=O)CCOc2ccccc2C)cc1F	8.7	2.2	-40	5	1	1.5	-16	-9	-11	-3	3.7

Remaining list, next part
SMILES	MOR-DOR ag	Ecoli viability	MOR-DOR inv ag	Tat transport	PKA-R2B act	AddAB inh	PfHsp90 set2	SUMO Mot1 rescue	PKA-R1A act	HTR5A inv ag	phage Ecoli inh
CCOc1ccccc1OCC(=O)Nc1ccc(OC)c(S(=O)(=O)N2CCCCC2)c1	-0.8	1.0	5	-9	7	0.7	/	211	-11	-2	-0.4
Cc1nc(C(C)NC(=O)c2cc(COc3ccc(F)c(F)c3)on2)cs1 (centres undefined)	-0.1	0.9	0	2	-7	0.8	0	93	-2	-13	3.4
COc1ccc(-n2nc(C(=O)NCC(=O)N3CCN(Cc4ccccc4)CC3)c3ccccc3c2=O)cc1OC	-0.7	-0.4	5	-5	5	3.3	11	9	-3	-15	0.9
CCN1CCN(CCCNC(=O)c2ccccc2NC(=O)C2=C(C)OCCS2)CC1	-0.5	-1.2	2	2	-6	-1.8	7	10	4	14	5.8
O=C(CN1CCN(S(=O)(=O)c2ccc(Br)cc2)CC1)N/N=C/c1cccs1	-2.4	-1.1	12	2	-8	3.2	10	-10	5	4	0.4
CN(C)S(=O)(=O)c1cccc(NC(=O)COC(=O)CCSc2ccc(Cl)cc2)c1	-0.4	1.2	2	6	-11	6.4	17	-13	-2	9	2.5
COc1ccc(CCC(=O)NC(C)C2CCCO2)cc1 (centres undefined)	-2.4	-1.0	11	-19	8	3.9	6	-17	-5	-13	2.7
O=C(O)C1CCC(=O)N1C(=O)OCc1ccccc1 (centres undefined)	-2.9	1.3	16	-6	1	-2.4	4	10	-2	1	1.1
CCCCOCCCNC(=O)/C=C/c1ccccc1Cl	-1.0	-1.2	6	0	-4	0.0	12	-11	-2	-35	5.2
COc1cccc(NC(=O)NNC(=O)CCc2ccc(O)c(O)c2)c1	-0.8	/	4	2	-2	/	4	-4	0	7	0.6
CCc1ccccc1NC(=S)N(CCc1ccncc1)C(C)C	-2.5	0.1	13	4	-17	0.4	-14	-7	2	-3	0.8
Cc1ccc(S(=O)(=O)N2CCN(CC(=O)NC(C)c3ccccc3)CC2)cc1 (centres undefined)	-0.6	/	4	3	-1	/	18	/	-22	4	2.7
COc1cccc(OC(=O)N2CCOCC2)c1	-3.1	0.0	14	1	9	-1.9	9	0	-3	8	3.8
CCOC(=O)N1CCC(NC(=O)c2ccc(NC(=O)C3CCCO3)cc2)CC1 (centres undefined)	-1.2	-1.5	7	-2	-1	-0.2	-9	-16	1	-17	1.1
O=C(Nc1nnc(C2CC2)s1)C1Cc2ccccc2CN1C(=O)c1ccco1 (centres undefined)	0.1	-1.4	-1	8	1	-1.8	-14	-24	0	-14	0.4
CCc1c(C(=O)Nc2ccncc2)csc1C	3.7	1.8	-20	-6	-4	1.7	8	15	-5	-1	0.8
Cc1nn(Cc2nnc(SCC(=O)Nc3ccc(Cl)cc3)n2C)c(C)c1[N+](=O)[O-]	/	2.2	/	2	/	-0.2	9	-1	/	/	-0.9
Cc1cccc(C(=O)OCC(=O)N(C)C(c2ccccc2)c2ccccc2)c1[N+](=O)[O-]	-3.3	-2.2	14	9	-17	1.9	-15	/	-9	6	0.3
COc1ccc(/C=C(\NC(=O)c2ccc([N+](=O)[O-])cc2)C(=O)N2CCOCC2)cc1	-0.7	-1.8	4	2	-2	0.9	0	-17	-1	0	3.8
O=C(NCc1ccccc1)C1C2C=CC3(CN(Cc4cccnc4)C(=O)C13)O2 (centres undefined)	-2.1	-0.7	11	-8	5	1.1	-22	-9	-5	-11	4.4
COc1ccc(S(=O)(=O)Nc2nncs2)cc1	-1.1	-1.6	6	-5	-3	0.5	13	-10	6	-4	1.5
CCCCc1nnc(NC(=O)CSCc2cc(=O)n3c(C)csc3n2)s1	-2.2	-0.3	12	2	-5	1.6	0	-1	1	13	2.9
COc1ccc(CNC(=O)[C@H](C)NC(=O)C2CCN(C(=O)[C@@H](N)Cc3ccccc3)CC2)cc1	-0.5	-1.7	3	-6	0	2.4	-12	-10	16	12	1.1
Cc1ccc(C)c(S(=O)(=O)N2CCC3(CC2)OCCO3)c1	-0.4	-0.1	2	5	-7	-1.2	-5	-8	-8	9	0.1
O=S(=O)(c1cccs1)N1CN(Cc2ccc(F)cc2)c2nc3ccccc3nc21	-1.5	1.9	9	3	-5	1.9	0	13	-6	-2	1.0
COc1ccc(-c2nc3c([nH]2)c(=O)n(C)c(=O)n3C)c(OC)c1	-2.8	-1.5	15	1	17	1.1	20	-1	-1	-16	-0.4
COc1ccccc1N1C(=O)CCC1(C#N)c1ccc(Br)cc1 (centres undefined)	-0.7	-0.5	4	11	-2	0.9	14	-19	-14	6	1.3
O=C(OCC(=O)N1CCc2ccccc21)c1ccccc1[N+](=O)[O-]	-1.1	1.2	5	-2	-8	1.8	0	/	-2	-10	0.6
COc1cc(/C=N/NC(N)=O)ccc1OCC(=O)Nc1cc(C)c(C)cc1Br	-1.8	4.4	8	-7	8	0.2	-11	-31	1	-3	1.6
CCOC(=O)CSc1nnc(CNC(=O)c2cccs2)n1-c1cc(C)ccc1C	-3.5	1.5	18	-9	-4	1.0	3	18	-10	1	4.0
CC(=O)Nc1ccc(S(=O)(=O)NC2=NCN(C)CN2)cc1	0.5	-2.9	-4	0	9	4.4	-25	3	-4	8	4.2
COc1ccc(C(=O)CN2CC(C)SC2=Nc2ccc(Cl)cc2)cc1 (centres undefined)	-0.7	-1.2	4	2	-15	0.4	/	13	-11	10	2.5
COc1ccc(Cl)c2c1[nH]c1nc(SCc3ccccn3)nnc12	6.4	3.0	-29	8	-5	0.9	-16	-11	-3	8	-2.4
O=C(CNS(=O)(=O)c1cccc(F)c1)OCC(=O)N1CCCC1=O	-3.1	-0.3	13	-3	-2	1.0	0	4	-3	7	1.1
Cc1ccc(C(=O)NCC(=O)NCC(c2cccs2)N2CCOCC2)cc1 (centres undefined)	-3.2	-1.8	13	-7	8	2.0	/	11	10	10	2.8
Cc1cc(C)n2nc(C(=O)OCC(=O)NCc3ccc(Cl)cc3)nc2n1	-3.5	1.1	15	-1	3	1.6	-9	45	-9	-23	-2.0
COc1ccccc1NC(=O)COC(=O)CNC(=O)C1CCCCC1	-2.0	1.2	10	3	1	-2.6	6	-8	-2	-12	2.9
O=C(COC(=O)c1ccc(Br)o1)Nc1ccc2c(c1)OCCO2	-0.5	-0.9	2	5	-2	0.7	34	6	-4	2	4.1
O=S(=O)(c1ccc(Cl)cc1)c1nc(-c2ccco2)oc1N1CCCCC1	-2.0	2.6	10	9	10	-2.1	4	-3	2	0	1.6
O=C(/C=C/c1ccccc1)Nc1ccc(S(=O)(=O)N2CCOCC2)cc1	0.5	4.0	-3	-2	-12	2.5	4	-11	2	-2	-0.4
Cc1ccc(NC(=O)CCNC(=O)c2ccc(Br)cc2)cc1S(=O)(=O)N1CCOCC1	-1.1	0.9	7	7	-4	-0.6	/	216	0	0	1.7
COC(=O)c1sc2ccccc2c1NC(=O)c1coc2ccccc2c1=O	-1.8	-0.1	9	-4	-16	-0.5	10	-4	-6	-8	0.9
O=C1CCC([N+](=O)[O-])C(c2ccccc2Br)N1 (centres undefined)	0.2	1.7	-1	1	0	1.1	-1	-6	7	5	-0.9
CCCC(=O)c1cc2c(cc1NC(=O)c1cccs1)OCCO2	-2.0	0.7	12	4	8	-0.5	11	-15	0	4	1.8

Bioassay records (PubChem)
